Assay outcomes deposited in PubChem by Sanford-Burnham Center for Chemical Genomics.
NR3A LBD binder: modulates the human NR3A ligand-binding domain; NR3A LBD differential scanning fluorimetry, Tm shift; 0% = protein alone, 100% = glycine-bound protein; Tm shift relative to glycine control, % at 25 µM; actives 2.5% (n = 340,000);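 active = melting temperature shift of at least 10% of the positive control shift, at one fixed dose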
* = called active by the depositor; & = joins results of further samples. These rows are one share of the data; count on the stated rates, not on these rows.

no.	SMILES	NR3A LBD binder
1	COc1cc(C=CC(=O)OCC=Cc2ccc3c(c2)OCO3)cc(OC)c1OC	2
2	Cc1ccc([N+](=O)[O-])cc1NC(=O)CN(C1CCCCC1)S(=O)(=O)c1ccc(Cl)cc1	-3
3	Fc1cccc(COc2ccccc2CNc2ccccc2)c1	3
4	CC1CN(C(C)C)C(=S)NC1=O (stereo not drawn)	5
5	CCCCn1c(N)c(N(CCOC)C(=O)c2oc3ccc(Br)cc3c2C)c(=O)[nH]c1=O	-1
6	CCNc1ncnc2c1cnn2C1CCCO1 (stereo not drawn)	-3
7	CC(=O)Oc1ccc(OC(C)=O)c(SCCCCCCl)c1	0
8	COc1cc(CCC(=O)OCC(=O)Nc2cc(S(=O)(=O)N3CCOCC3)ccc2Cl)cc(OC)c1OC	0
9	CC(C)(C)OC(=O)N1CCC(C(=O)Nc2cccc(C(=O)NCCc3ccccc3)c2)CC1	-10
10	COc1ccc(CNC(=O)C(c2ccncc2)N(C(=O)Cc2cccs2)c2ccccc2)cc1 (stereo not drawn)	-1
11	Cc1ccc(NC(=S)N2CCC(C(=O)c3ccc(F)cc3)CC2)cc1C	-3
12	CC(C)c1cc(NCCN2CCOCC2)n2c(nc3ccccc32)c1C#N	0
13	Cc1cc(NCc2ccccn2)n2c(nc3ccccc32)c1C#N	-1
14	CC(C)(C)S(=O)N1Cc2cn(Cc3ccccc3)c(=O)cc2[C@@H]1CCO (stereo partly drawn)	0
15	CCCC(NC(=O)Cc1c(C)c2cc3c(C)c(C)oc3c(C)c2oc1=O)C(=O)N[C@@H](Cc1ccccc1)C(=O)O (stereo partly drawn)	0
16	COc1ccc(-n2cnc3cc([N+](=O)[O-])ccc32)cc1	0
17	COc1ccc(C=CC(O)CCN2CCC3CCC(C3)C2)cc1 (stereo not drawn)	2
18	Cc1cccc(C(=O)NC2CCN(S(=O)(=O)c3cccc(F)c3)CC2)c1	1
19	O=C(NCc1ccccc1)c1ccc(C(=O)NCc2ccccc2)cc1	-1
20	CN1C(=S)N(c2cccnc2)C(=O)/C1=C\c1ccc(N(C)C)cc1	-1
21	O=[N+]([O-])c1cccc(C=Nc2cc3c(cc2Br)OCCO3)c1	1
22	COc1cccc(NC(=O)CN(C)C(=O)CCNC(=O)c2ccccc2OC)c1	-2
23	Cc1ccc2c(c1)-c1cc(C)ccc1C2=O	-2
24	CC(C)(C)OC(=O)N1CCC(C(=O)Nc2ccc(C(=O)N3CCCC3)cc2)CC1	-2
25	CCN(CC)S(=O)(=O)c1ccc(O)c(NC(=O)COc2ccc(S(=O)(=O)N3CCOCC3)cc2)c1	-2
26	CN1CCN(CC(O)COc2ccc(C34CC5CC(CC(C5)C3)C4)cc2)CC1 (stereo not drawn)	-5
27	Cc1cccc(NC(=S)N2CCC(C(=O)c3ccc(F)cc3)CC2)c1	-1
28	O=C(NNC(=O)c1ccncc1)Nc1cc(Cl)ccc1Cl	-1
29	Cn1cccc1/C=C1\SC(=S)N(CC(=O)O)C1=O	-2
30	N#CC(C#N)=C1C=CC=CN1/C(=C\c1ccco1)C(=O)c1ccc(-c2ccccc2)cc1	-4

The final two compounds of the section before lead into the next.
no.	SMILES	NR3A LBD binder
29	Cn1cccc1/C=C1\SC(=S)N(CC(=O)O)C1=O	-2
30	N#CC(C#N)=C1C=CC=CN1/C(=C\c1ccco1)C(=O)c1ccc(-c2ccccc2)cc1	-4
31	Cc1ccnc(SCCn2c(N3CCC(C)CC3)nc3c2c(=O)[nH]c(=O)n3C)n1	13*
32	O=[N+]([O-])c1ccccc1N=Nc1c(O)[nH]c2ccc(F)cc12	-1
33	N#Cc1c(-c2ccc(Cl)cc2)c(-c2ccc(Cl)cc2)nn(CCOC(=O)CCC(=O)O)c1=O	-2
34	CC(C)(C)OC(=O)N(CCc1ccccc1)Cc1ccc(OCc2cccc(NC(=O)C3CCC3)c2)cc1	1
35	COc1cccc(OCc2cc(C3Nc4ccccc4C(=O)N3Cc3ccco3)ccc2OC)c1 (stereo not drawn)	-1
36	Cc1ccc2nc(/C(C#N)=C\c3ccc(Oc4ccc([N+](=O)[O-])cn4)cc3)[nH]c2c1	12*
37	CN1CC[C@@H]2C(=O)N3CCc4ccc(-c5ccc6c(c5)OCO6)cc4[C@@H]3C[C@@H]21	0
38	C#CCOCCOCCOCCNc1nc(N2CCN(C(=O)Cn3cc(CCO)nn3)CC2)nc(N2CCN(C(=O)[C@H](CCCCN)n3cc(CC(C)O)nn3)CC2)n1 (stereo partly drawn)	4
39	c1csc(CCCN2CCCCC2)c1	0
40	CCCCNc1cccc2c1S(=O)(=O)N(CCCC)CC(COCc1ccccc1)O2 (stereo not drawn)	2
41	CC1COCC(C)N1C1=C(Cl)C(=O)c2ccccc2C1=O (stereo not drawn)	-3
42	NC(=O)C1C(=O)c2ccccc2C1(C[N+](=O)[O-])c1ccccc1 (stereo not drawn)	2
43	O=[N+]([O-])c1ccc(NCCNc2ccc([N+](=O)[O-])cc2)cc1	2
44	CC(=O)Nc1ccc(S(=O)(=O)NC2=C(N3CCN(Cc4ccccc4)CC3)C(=O)c3ccccc3C2=O)cc1	-5&-22
45	COc1ccccc1C(=O)NCCC(=O)N1CC(C)OC(C)C1 (stereo not drawn)	-1
46	O=C1CCCCCN1C(=O)c1ccccc1	1
47	Cc1ccccc1-c1csc(N)n1	2
48	COc1cccc(OC)c1OC(=O)c1ccccc1	0
49	O=C(CCl)N1N=C(c2ccco2)CC1c1cccs1 (stereo not drawn)	0
50	Cn1cc(C(=O)NCCc2ccccc2)c(=O)c2cc(S(=O)(=O)N3CCOCC3)ccc21	0
51	FC(F)Oc1ccc(-c2csc(Cc3nnc4n3CCCCC4)n2)cc1	0
52	c1ccc(CN2CCc3[nH]c4ccccc4c3C2)cc1	0
53	COc1ccc(CCN2CC(C(=O)OC(C)C(=O)Nc3ccc(NC(C)=O)cc3)CC2=O)cc1OC (stereo not drawn)	0
54	COc1cc(C=NNc2nc3c([nH]2)c(=O)n(C)c(=O)n3C)ccc1O	0
55	CN(C(=O)c1cccc(NC(=O)Cc2cccc(NC(=O)C3CCCN(C(=O)C4CCCCC4)C3)c2)c1)C1CC1 (stereo not drawn)	2
56	CN(Cc1ccccc1)C(=O)c1ccc(NC(=O)Cc2ccc(NC(=O)C3CCCN(C(=O)C4CCCCC4)C3)cc2)cc1 (stereo not drawn)	-5
57	Cc1ccc(NC(=O)CCC(=O)c2ccccc2)cc1	-3
58	COCCn1c(Sc2nc(C)cs2)nc2c1c(=O)[nH]c(=O)n2C	1
59	N#Cc1c(N)[nH]c2ccc(Sc3ccccc3)cc12	109*
60	CN(Cc1ccccc1)C(=O)c1cccc(NC(=O)Cc2ccc(NC(=O)C3CCCN(C(=O)C4CC4)C3)cc2)c1 (stereo not drawn)	0
61	Cn1c(=S)[nH]c2c(c1=O)C(C)(C)Cc1ccccc1-2	0
62	Cc1c(C(=O)O)sc(S(=O)(=O)N2CCN(C(=O)CC(C)c3ccccc3)CC2)c1C(=O)O (stereo not drawn)	0
63	O=C(Nc1c(Br)cc2c(c1Br)Cc1cc([N+](=O)[O-])ccc1-2)C(Cl)Cl	-1
64	CCN(CC)c1ccc2cc(-c3nc4ccccc4n3C)c(=O)oc2c1	2
65	O=C(C1CC1)N1N=C(c2cccc(Br)c2)CC1(O)C(F)(F)F (stereo not drawn)	0
66	COc1ccc(S(=O)(=O)N2CCC3CC2c2cc(N4CCOCC4)ccc23)cc1 (stereo not drawn)	-1
67	CCCN(C(=O)COC(=O)c1nc2nccc(C)n2n1)C1CCS(=O)(=O)C1 (stereo not drawn)	0
68	CC(C)C[C@@H](CN)NC(=O)c1nc[nH]c1C(=O)N[C@@H](Cc1ccccc1)C(=O)CNC[C@H](C)NC(=O)c1nc[nH]c1C(=O)N[C@@H](C)C(=O)O	0
69	C=CCN1C(c2ccc(Br)cc2)=CS/C1=C(\C#N)c1nnc(N2CCOCC2)n1-c1ccccc1	1
70	CCN(CC(=O)Nc1c(F)cccc1F)C(=O)c1ccc(OCC(=O)N2CCOCC2)c(OC)c1	1

Among those listed so far, these have fluorine:
no.	SMILES	NR3A LBD binder
3	Fc1cccc(COc2ccccc2CNc2ccccc2)c1	3
11	Cc1ccc(NC(=S)N2CCC(C(=O)c3ccc(F)cc3)CC2)cc1C	-3
18	Cc1cccc(C(=O)NC2CCN(S(=O)(=O)c3cccc(F)c3)CC2)c1	1
27	Cc1cccc(NC(=S)N2CCC(C(=O)c3ccc(F)cc3)CC2)c1	-1
32	O=[N+]([O-])c1ccccc1N=Nc1c(O)[nH]c2ccc(F)cc12	-1
51	FC(F)Oc1ccc(-c2csc(Cc3nnc4n3CCCCC4)n2)cc1	0
65	O=C(C1CC1)N1N=C(c2cccc(Br)c2)CC1(O)C(F)(F)F (stereo not drawn)	0
70	CCN(CC(=O)Nc1c(F)cccc1F)C(=O)c1ccc(OCC(=O)N2CCOCC2)c(OC)c1	1

(list continues)
no.	SMILES	NR3A LBD binder
71	CC1(C)CC(=O)C2=C(C1)Oc1ncn3nc(-c4cccnc4)nc3c1C2c1ccccc1 (stereo not drawn)	-2
72	CC1(C)Cc2cccc(OCC(O)CN3CCN(c4ccccn4)CC3)c2O1 (stereo not drawn)	-5
73	Cn1c(=O)c2[nH]c(NN=Cc3ccc(F)cc3)nc2n(C)c1=O	-7
74	COc1ccc(NC(=O)CN2CCc3ccccc3C2)cc1	1
75	Cc1ccccc1N1C(=O)c2cccc([N+](=O)[O-])c2C1=O	-1
76	CN1CCN(C(=O)OCCOCCOC(=O)N2CCN(C)CC2)CC1	2
77	O=[N+]([O-])c1ccccc1C=CC=NN=Cc1ccccc1O	-24
78	N#CSCC(=O)c1cccc2ccccc12	-3
79	O=C(Cc1cccc(NC(=O)C2CCN(C(=O)CCc3ccccc3)CC2)c1)Nc1cccc(C(=O)N2CCCCC2)c1	0
80	COc1cc2cnc(Cl)nc2cc1OC	0
81	CC(=O)SC1CC(=O)C=C2CCC3C4CCC(=O)OC4(C)CCC3C21C (stereo not drawn)	0
82	COc1cc2c(c(OC)c1OC)-c1ccc(SC)c(=O)cc1C(NC(=O)C(F)(F)F)CC2 (stereo not drawn)	0
83	CCCCC[C@H](O)/C=C/C1C(=O)C=C[C@H]1C/C=C\CCCC(=O)OC (stereo partly drawn)	1
84	O=Nc1c2cc(-c3ccccc3)[nH]nc-2c2ccccc12	3
85	O=S(=O)(NC1CC1)c1ccc(Br)cc1N1CCC[C@H]1CO	0
86	CN1CCC(N(C)C(=O)/C(C#N)=C/c2ccccc2)CC1	1
87	CCOC(=O)N1CCC(NC(=O)Cn2ncc3c4ccccc4n(C)c3c2=O)CC1	0
88	CC(=O)Nc1ccc2c(c1)-c1ccc(F)cc1C2	1
89	O=C(Cc1cccc(NC(=O)C2CCCN(C(=O)CCc3ccccc3)C2)c1)Nc1ccc(C(=O)N2CCCCC2)cc1 (stereo not drawn)	-1
90	COc1ccc(CCC(=O)OCC(=O)Nc2ccc(C)c(S(=O)(=O)N(C)C)c2)cc1	-4
91	O=C(Nc1ccc(C(=O)N2CCCCC2)cc1)C1CC1	2
92	O=S(c1ccccc1)C(c1ccccc1)c1ccccc1 (stereo not drawn)	0
93	COc1cc(/C=C(\C#N)c2nc3ccccc3[nH]2)cc(OC)c1O	-1
94	Clc1nc(Cl)c2ncn(-c3ccccc3)c2n1	0
95	ON(CCc1ccccn1)Cc1ccccc1	0
96	CC1CC2(C)C(=CC1=O)CCC1C2C(O)CC2(C)C1CCC2(O)C(=O)CO (stereo not drawn)	-1
97	Oc1[nH]c2ccccc2c1N=Nc1ccccc1Cl	0
98	Cc1ccc(N=C2NC(=O)/C(=C/c3cn(C)c4ccccc34)S2)cc1C	32*
99	COc1cccc(CC(=O)Nc2ccc(N3CCOCC3)c(S(=O)(=O)Nc3ccccc3OC)c2)c1	-2
100	Nc1ccc(NC(=S)Nc2ccccc2)cc1	25*
101	CCCCNc1ccc2c3c(cccc13)C(=O)N(CCCC)C2=O	11*
102	O=C(Cc1ccc(Cl)cc1)Nc1ncc([N+](=O)[O-])s1	-7
103	Cc1ccc(-c2nc(N)s[n+]2-c2ccccc2)cc1	-5
104	CSc1nc(NC(C)=O)nc(C)c1Cl	1
105	Cn1cnc([N+](=O)[O-])c1S(=O)(=O)Nc1ccccc1	0
106	CC[n+]1c(/C=C(\C)Nc2ccccc2)sc2ccccc21	0
107	O=C1C2C3C=CC(C3)C2C(=O)N1c1ncc([N+](=O)[O-])s1 (stereo not drawn)	1
108	c1ccc2c(c1)nc1n2C2(N3CCOCC3)CCCC2C1N1CCOCC1 (stereo not drawn)	-3
109	O=C(O)CCCC1(C(=O)O)CCCC1	-3
110	S=c1[nH]nc(SCc2ccccc2)c2[nH]cnc12	-8
111	Cc1ccc(NC(=O)N(C)c2ccccc2)cc1	0
112	Cc1nc2c(O)c3c(c(O)c2nc1C)C1C=CC3CC1	0
113	CCC(C)Cn1cnc2c(Sc3c([N+](=O)[O-])ncn3C)nc(N)nc21 (stereo not drawn)	0
114	CCOC(=O)c1c(NC(=O)CN2C(=O)N(C)C3(CCCCC3)C2=O)sc(C(=O)N(C)C)c1C	5
115	Cc1ccc(C)c(NS(=O)(=O)c2ccc3c(c2)Cc2cc(S(=O)(=O)Nc4cc(C)ccc4C)ccc2-3)c1	18*
116	COC(=O)[C@H](Cc1ccc(O)cc1)NCCCn1cnc(C(=O)Nc2ccc(C)c(C)c2)n1	1
117	CCCCCCCCNS(=O)(=O)CCNCCc1ccccc1	-2
118	O=C(O)C(c1ccccc1)C(O)c1ccc2c(c1)OCO2 (stereo not drawn)	3
119	C=Cc1cc2c(cc1O)CCC1C2CCC2(C)C(O)CCC12 (stereo not drawn)	-15
120	Cc1ccc(S(=O)(=O)c2nc(-c3ccccc3)oc2NCCCN2CCOCC2)cc1	1
121	CCOC(=O)COc1ccc2ccccc2c1/C=C/[N+](=O)[O-]	-2
122	COC1CC(C)C(OC)c2cc(O)cc(c2O)NC(=O)C(C)=CC=CC(C)C(OC(N)=O)C(C)=CC(C)C1OC (stereo not drawn)	0
123	COc1ccc2c(Cl)c(C(=O)OCC(=O)c3ccc4c(c3)NC(=O)CO4)sc2c1Cl	-2
